# D2 agonist: HTS Assay for Allosteric Agonists of the Human D2 Dopamine Receptor: Primary Screen for Agonists; D(2) dopamine receptor (Homo sapiens), P14416; AID 485358, 2010; activation, % at 2 µM; HEK293 T-REx D2 cells, calcium flux agonist mode; 340,000 compounds, 0.53% hits;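 active means activation over 3 SD above normal in the single-dose calcium agonist read, cut at about 30% in these data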; further: 0% is about no effect
# Target sequence (P14416 whole entry, looked up): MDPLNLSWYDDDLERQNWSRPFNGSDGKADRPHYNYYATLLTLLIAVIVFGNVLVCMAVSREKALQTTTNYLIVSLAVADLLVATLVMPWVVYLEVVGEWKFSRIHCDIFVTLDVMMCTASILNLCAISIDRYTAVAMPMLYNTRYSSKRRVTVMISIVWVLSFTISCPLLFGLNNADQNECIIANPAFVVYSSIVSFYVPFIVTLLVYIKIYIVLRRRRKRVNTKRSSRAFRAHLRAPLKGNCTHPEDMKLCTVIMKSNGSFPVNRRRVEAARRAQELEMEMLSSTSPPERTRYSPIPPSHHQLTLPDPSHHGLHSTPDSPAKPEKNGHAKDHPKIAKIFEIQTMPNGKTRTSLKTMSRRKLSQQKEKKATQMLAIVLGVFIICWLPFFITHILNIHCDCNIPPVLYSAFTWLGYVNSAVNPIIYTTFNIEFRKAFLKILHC
#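 Agonism is scored from calcium flux in a force-coupled, inducible HEK293 cell line expressing D2, read kinetically for 180 s after compound addition against dopamine controls.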
# RGS4 inhibitor: Inhibitors of Regulator of G Protein Signaling (RGS) 4: qHTS; 390,000 compounds, 0.039% hits; Potency, µM (highest dose often 114 µM), for inactives: at the top dose activity change, negative = inhibition, actives largely listed as inhibitors; Transcreener GDP fluorescence polarization, RGS4-accelerated GTP hydrolysis; further: potency means the concentration at half of the fitted maximal effect; on the % scale 0 is the no-effect control and ±100 the full control effect; nearly all actives have a fitted effect of over 75% in size; some results filed as inactive show a strong effect at the top dose
# Target sequence (P49798 whole entry, looked up): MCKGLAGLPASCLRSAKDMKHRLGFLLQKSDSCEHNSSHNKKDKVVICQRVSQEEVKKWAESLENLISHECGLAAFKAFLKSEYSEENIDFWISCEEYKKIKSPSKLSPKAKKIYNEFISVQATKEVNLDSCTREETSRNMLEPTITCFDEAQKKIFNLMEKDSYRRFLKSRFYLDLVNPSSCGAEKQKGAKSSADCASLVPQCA
#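 MLSMR compounds (23 nl, pin-transferred) preincubated 10 min at room temperature with a 500nM (2x) first reagent, then RGS4 at 900nM (2x) plus Transcreener GDP mix added; fluorescence polarization (620/688 nm) read before and after 90 min at 30 °C.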
# 12-LOX inh: Primary qHTS assay for inhibitors of human arachidonate 12S-lipoxygenase (ALOX12): Round 2 | Polyunsaturated fatty acid lipoxygenase ALOX12 (Homo sapiens), P18054 | purified 12hLO, xylenol orange hydroperoxide absorbance | Potency, µM (doses to about 108 µM), inactives show top-dose activity change, negative = inhibition, most hits filed as inhibitors | 580,000 compounds, 1.1% hits; further: potency means the concentration at half of the fitted maximal effect; on the % scale 0 is the no-effect control and ±100 the full control effect
#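 Purified human 12hLO at 150 nM in 25 mM Hepes, 0.01% Triton X-100, pH 7.0, preincubated 15 min at room temperature with compound. Reaction started with 40 uM arachidonic acid, 30 min at room temperature. Hydroperoxide measured by Fe-xylenol orange, 573/405 nm absorbance ratio.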
# ERG-DNA inh: qHTS for Small Molecule Inhibitors of the ERG Ets/DNA interaction; 370,000 compounds, 0.028% hits; Transcriptional regulator ERG (Homo sapiens), P11308; Potency, µM (highest dose often 76.9 µM), for the others: at the highest dose FP activity, negative = inhibition, hits mostly inhibitors; fluorescence polarization, His-ERG Ets domain / labelled DNA; AID 624246, 2012; active means well fitted inhibition curve with a large enough effect in the polarisation, with a control signal flat; inconclusive means small, poorly fitted or top-dose-only effect, or effect the other way, or a change in a side signal; inactive means no such curve, though single readings can be large or run the other way; the % refers to the polarisation;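 further: polarization taken with two DNA probes labelled with fluorescein and Texas red; potency means the concentration at half of the fitted maximal effect; % of control where 0% means no effect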
#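 His-tagged ERG Ets domain (1 uM in the protein solution; 300mM KCl, 50mM Tris-HCl, 1mM EDTA, 1mM DTT, pH 7.5) received compound, then a probe mix of 5 nM fluorescein-DNA and 100nM Texas-615-DNA. Fluorescence polarization was read for both dyes.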
# Vif-APOBEC3F blk: qHTS for Inhibitors of Vif-A3F Interactions: qHTS. Potency, µM (highest dose often 46.1 µM), for inactives: top-dose activity, negative = active. 390,000 compounds, 0.2% hits. HeLa A3F-eYFP + Vif (tagged APOBEC3F with the HIV-1 protein that degrades it), YFP fluorescence increase; further: potency means the concentration at half of the fitted maximal effect; % of control where 0% means no effect; nearly all actives have a fitted effect of over 65% in size
#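 HeLa cells stably expressing Vif plus C-terminally eYFP-tagged A3F were seeded, incubated overnight at 37 deg C, dosed with compound, incubated overnight again at 37 deg C. Yellow fluorescence (Ex 488/Em 500-530) reported blocked Vif-mediated A3F-eYFP degradation.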
# Vif-A3G inh: qHTS for Inhibitors of Vif-A3G Interactions: qHTS; DNA dC->dU-editing enzyme APOBEC-3G (Homo sapiens), Q9HC16; HeLa A3G-eYFP + Vif (tagged APOBEC3G with the HIV-1 protein that degrades it), YFP fluorescence, overnight; Potency, µM (titrated, usually from 46.1 µM), inactives show at the highest dose activity, negative = active, most hits filed as inhibitors; 410,000 compounds, 0.076% hits;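 further: potency means the concentration at half of the fitted maximal effect; on the % scale 0 is the no-effect control and ±100 the full control effect; nearly all actives have a fitted effect of over 60% in size; hits raise eYFP signal because A3G escapes Vif-driven loss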
# Target sequence (Q9HC16 whole entry, looked up): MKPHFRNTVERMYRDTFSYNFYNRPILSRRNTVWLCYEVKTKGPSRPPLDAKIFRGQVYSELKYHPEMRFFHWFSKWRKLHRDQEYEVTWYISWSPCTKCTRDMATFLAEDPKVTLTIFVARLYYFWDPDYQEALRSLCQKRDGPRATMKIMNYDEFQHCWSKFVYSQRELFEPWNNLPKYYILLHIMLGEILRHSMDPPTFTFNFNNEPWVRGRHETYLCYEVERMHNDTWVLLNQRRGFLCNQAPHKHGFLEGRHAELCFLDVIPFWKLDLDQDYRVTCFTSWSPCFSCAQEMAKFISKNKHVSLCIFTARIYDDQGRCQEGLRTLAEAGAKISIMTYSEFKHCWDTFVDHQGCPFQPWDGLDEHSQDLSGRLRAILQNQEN
#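 Read-out is eYFP fluorescence (Ex 488/Em 500-530) from Vif-expressing HeLa A3G-eYFP cells; more signal means A3G escaped Vif-mediated degradation. Cells plated overnight, compound pinned in, incubated overnight at 37 deg C.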
# LDHA inh: qHTS assay for inhibitors of human lactate dehydrogenase; L-lactate dehydrogenase A chain (Homo sapiens), P00338; purified LDHA, NADH/diaphorase-resazurin fluorescence; active compounds read low; activity change, % (values are at about 110 or 230 µM); 480,000 compounds, 0.15% hits; in the data active means activity change below about -30%; inconclusive means mostly about -25% to -30%;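 further: plate controls were DMSO wells for no effect and wells without enzyme for full effect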
#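 LDH5 2 nM; NADH 0.06 mM, pyruvate 0.2 mM; 200 mM Tris pH 7.4, EDTA, Tween-20; 5 min RT. Detection: diaphorase 0.133 mg/mL + resazurin 37 µM, fluorescence ex540/em590 at 0 and 20 min; normalized to enzyme-free and DMSO wells.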
# GRP78 ERSR act: qHTS for Inducers of the Endoplasmic Reticulum Stress Response (ERSR) in Human Glioma: qHTS | U87-MG GRP78 promoter luciferase reporter, 16 h | AID 602332, 2012 | 420,000 compounds, 0.02% hits | Potency, µM, for inactives: top-dose activation, most hits filed as activators; further: potency means the concentration at half of the fitted maximal effect; series mostly up to about 76 µM; % of control where 0% means no effect; nearly all actives have a fitted effect of over 35% in size
#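 Stably transfected U87-MG human glioma cells carrying a GRP78-based luminescent sensor were seeded at 1000 cells/well, pin-dosed with compounds and incubated 16 h. Luciferase reagent was then added, and end-point luminescence was read after 10 min at room temperature.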
# D2 antag: HTS Assay for Allosteric Antagonists of the Human D2 Dopamine Receptor: Primary Screen for Antagonists; 340,000 compounds, 2% hits; AID 485344, 2010; HEK293 TREx D2 cells, calcium flux, dopamine EC80; D(2) dopamine receptor (Homo sapiens), P14416; inhibition, % at 10 µM; in the data active means inhibition above about 30%; further: 0% is about no effect
#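 Calcium mobilization kinetics were recorded at 1 s intervals in tetracycline-induced HEK293 T-REx D2 cells, first for 180 s after compound addition and then 180 s after EC80 dopamine.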
# * marks the source's active call; other numbers are inactive results; ? = inconclusive; / = no result given; & = joins results of further samples; [ ] = another dose, or the depositor's remark. Unless noted, the call rests on the fitted dose curve; in most records, active means well fitted curve in the direction sought with a large enough effect; inconclusive means small, poorly fitted or top-dose-only effect, or another doubt; inactive means no such curve, though single readings can be large; an effect the other way counts as inactive or inconclusive.
SMILES,D2 agonist,RGS4 inhibitor,12-LOX inh,ERG-DNA inh,Vif-APOBEC3F blk,Vif-A3G inh,LDHA inh,GRP78 ERSR act,D2 antag
O=C(O)c1cccc(-c2noc(-c3cccc(Cl)c3)n2)c1,-0.7,-40.3%,3.4%,/,-3.7%,-0.5%,-4.1&0.5,-13.1%,2.9
Cc1ccc(C)c(C(=O)CN2C(=O)NC3(CCC(C)CC3)C2=O)c1 (configuration not stated),0.0,-10.8%,-13.8%,-8.5%,1.0%,-0.3%,-3.9,-3.7%,-19.5
CC(=O)c1cccc(N(CC(=O)N2CCCCC2)S(C)(=O)=O)c1,-1.2,-3.2%,10.7%,0.5%,2.8%,-1.6%,-9.7,-3.8%,-24.4
O=C(COC(=O)c1ccc(Cl)nc1)Nc1cc(S(=O)(=O)N2CCCCC2)ccc1Cl,-0.2,6.0%,-0.3%,14.1%,0.3%,0.5%,-6.1,0.1%,6.6
CC(C)Cn1nc(NS(=O)(=O)c2ccccc2)c2cc3ccccc3nc21,-0.3,3.2%,0.0%,0.6%,-7.0%,1.4%,0.0,-2.6%,-1.4
CC(=O)Nc1ccccc1NC(=O)c1cc(C)ccc1C,0.8,-6.4%,-4.6%,-2.0%,-0.9%,-2.0%,-8.9,-0.9%,3.2
CCOC(=O)C1CCCN(C(=O)c2ccc3c(=O)n(CCOC)c(=S)[nH]c3c2)C1 (configuration not stated),-1.0,?,?,-1.1%,-5.2%,0.1%,6.8,-4.0%,-15.9
COc1ccc(NC(=O)CC(c2ccc(F)cc2)c2ccc(OC)cc2)cc1 (configuration not stated),-0.7,3.1%,-1.4%,9.1%,-7.1%,1.7%,-5.8,-3.4%,-0.2
COCCNC(=O)C(c1cccs1)N(C(=O)Cn1nnc2ccccc21)c1cccc(C)c1 (configuration not stated),1.3,-3.3%[11.4 µM],-58.1%,1.2%,-0.8%,-0.8%,-8.3,-3.9%,-2.6
CCc1c(C)sc(NC(=O)CCc2ccc(OC)cc2)c1C(N)=O,-0.3,-13.9%,29.5%,7.8%,-3.6%,-2.9%,-7.5,-5.3%,-15.9
O=C(CNC(=O)c1ccco1)OCc1ccc(Br)cc1,-1.0,6.7%,/,2.1%,0.2%,-5.8%,-4.8,3.4%,-14.8
O=C(CCCOc1ccc(Cl)cc1)NCCc1ccccc1,/,11.5%,9.3%,3.1%,-42.1%,-0.1%,-9.2,-2.4%,/
CC(=O)c1cccc(NC(=O)N2CCCC2C(=O)NCc2ccc(F)cc2)c1 (configuration not stated),-0.2,-35.2%,0.0%[57.4 µM],-3.4%,2.8%,1.8%,1.3,-0.6%,9.1
CCOC(=O)c1ccc(NC(=O)CN2C(=O)NC3(CCC(C)CC3)C2=O)cc1 (configuration not stated),4.8,-22.2%,-16.7%,-1.1%,-3.5%,-7.7%,-13.3,-2.8%,4.0
O=C(Cn1c(=O)oc2cc(S(=O)(=O)N3CCCCC3)ccc21)N1CCc2ccccc21,0.1,24.4%,?,11.0%,?,-18.6%,-2.2,-4.7%,-19.8
Cc1cccc(S(=O)(=O)NCC2CCCO2)c1 (configuration not stated),-0.2,16.9%,-14.6%,4.8%,7.1%,-0.3%,-1.9,-3.7%,15.8
CCOC(=O)/C=C1\NC(=O)C(C)S1 (configuration not stated),0.9,12.8%,-10.4%,-8.0%,-1.9%,1.9%,-3.9,-4.8%,-5.4
COc1cc(OC)cc(C(=O)NC(C(=O)Nc2ccc(N3CCOCC3)cc2)C(C)C)c1 (configuration not stated),-0.2,-21.3%,-4.3%,-3.5%,2.5%,2.1%,1.8,-2.4%,1.5
Cc1nc2cc(NS(=O)(=O)c3cccc4cccnc34)ccc2s1,-0.9,-1.1%,13.6%,-0.9%,-1.6%,3.5%,-4.0,-4.5%,-6.9
CNc1nc(-c2c(C)n(C)c3ccc(OC)cc23)cs1,0.5,-20.8%,0.0%,-4.3%,4.0%,2.9%,11.3,-4.3%,4.3
COc1ccc(Cl)cc1NC(=O)CSc1ncnc2c1oc1ccccc12,3.3,13.0%,3.6%,-1.1%,1.8%,1.9%,-14.9,-2.2%,-3.0
CC[C@@H]1C(c2ccccc2)=NN(c2ccc(Br)cc2)[C@H]1C(=O)N1CCOC1=O,/,34.0%,?,-7.6%,6.7%,-2.6%,-1.8,-0.1%&-4.4%,/
Cc1ccc(CNC(=O)c2ccc(N3CCC4(CC3)CC(c3cccc(Br)c3)=NO4)c(NC(=O)c3cccc(C)c3)c2)cc1,0.7,-0.3%,-1.8%,-9.8%,-1.6%,2.4%,-5.2,2.5%,-0.9
Cc1ccc(CSc2ncnc3onc(C)c23)cc1,-1.0,5.2%,0.0%,8.4%,4.1%,-4.4%,-3.6,-2.2%,8.5
Cc1cc(C)cc(-n2c3nc4ccccc4nc3c3c(=O)n(Cc4ccco4)cnc32)c1,0.8,-29.3%,?,-2.0%,-14.0%,1.0%,-8.8,-3.1%,-18.1
COc1ccc(CN2CC(=O)N(c3cc(Cl)ccc3C)C2=S)cc1OC,0.1,-0.6%,-20.3%,-10.4%,-4.5%,0.5%,-7.2,-0.3%,0.5
CCCOc1ccc(C(=O)C(CN2CCCC2)c2ccccc2)cc1 (configuration not stated),-0.4,-30.9%,-13.4%,-1.7%,-3.6%,-12.8%,-0.9,-11.2%,6.2
COc1cccc(-n2c(SCC(=O)NCc3ccco3)nnc2-c2c[nH]c3ccccc23)c1,-2.1,-9.4%,15.0%,2.0%,4.1%,-5.2%,-3.7,-5.3%,48.4*
COc1ccc(NC(C)=O)cc1S(=O)(=O)Nc1ccccc1C(=O)NCCc1ccccc1,1.0,0.6%,-15.3%,-3.2%,8.5%,0.2%,-4.0,-2.7%,-11.5
Cc1ccc(C)c(-c2ccc(=O)n(C(C)C(=O)Nc3ccccc3C(F)(F)F)n2)c1 (configuration not stated),-0.4,17.9%,-23.7%,-6.4%,0.6%,-0.8%,3.0,1.5%,/
COc1cc(CNCCO)cc(Br)c1OCc1ccccc1Cl,0.4,-6.5%,?,2.1%,-15.5%,-15.9%,2.7,-4.6%,-3.0
O=C1C=C(c2cccc(CO)c2)C[C@@H](c2ccc3c(c2)OCO3)C1,-0.5,3.8%,-7.9%,4.1%,7.0%,-5.7%,2.5,2.4%,-6.4
O=C(COC(=O)CCC(=O)c1cccs1)Nc1cc(S(=O)(=O)N2CCOCC2)ccc1Cl,/,-6.6%,0.0%,-2.5%,3.0%,-3.6%,3.3,-3.1%,/
CN(C)c1ccc(N=Nc2ccccc2C(=O)OCC(=O)N(C)C2CCCCC2)cc1,13.2,-40.0%,-11.9%,-4.1%,-10.1%,-1.3%,0.9,-0.8%,-14.1
CCCCOc1ccc(C(=O)NCC(=O)NCCCn2nc(C)cc2C)cc1,0.2,-17.4%,97.6%[activator],1.9%,8.6%,-6.6%,-6.4,3.6%,-23.7
CC1CN(S(=O)(=O)c2cc(C(=O)N(CCc3ccccc3)Cc3ccccc3)ccc2Cl)CC(C)O1 (configuration not stated),1.2,-18.9%,12.9%,10.0%,9.5%,-5.4%,-2.6,-2.4%,0.6
C=CCn1c(SCc2c(C)noc2C)nc2sc(C)c(C)c2c1=O,/,-10.2%,-11.0%,8.5%,-5.0%,?,1.7,-0.9%,/
O=C(CCC(=O)OCc1ccc(Cl)cc1)Nc1cccc([N+](=O)[O-])c1,-0.6,-21.5%,-22.3%,-5.6%,3.0%,0.8%,-7.3,-3.3%,-14.7
COc1ccc(S(=O)(=O)NCC2CCC(C(=O)O)CC2)cc1 (configuration not stated),-0.6,-14.3%,27.6%,-2.9%,-2.0%,0.3%,-5.9,-0.6%,1.7
Nc1nc(-c2ccccc2)ns1,/,-3.6%,2.3%,-5.4%,5.2%,-6.1%,-6.9,7.1%,/

# Single records (already shown). Order of screens: D2 agonist, RGS4 inhibitor, 12-LOX inh, ERG-DNA inh, Vif-APOBEC3F blk, Vif-A3G inh, LDHA inh, GRP78 ERSR act, D2 antag
# O=C(CCC(=O)OCc1ccc(Cl)cc1)Nc1cccc([N+](=O)[O-])c1 in the list: -0.6, -21.5%, -22.3%, -5.6%, 3.0%, 0.8%, -7.3, -3.3%, -14.7
# Cc1ccc(CSc2ncnc3onc(C)c23)cc1 in the list: -1.0, 5.2%, 0.0%, 8.4%, 4.1%, -4.4%, -3.6, -2.2%, 8.5
# COc1ccc(NC(C)=O)cc1S(=O)(=O)Nc1ccccc1C(=O)NCCc1ccccc1 in the list: 1.0, 0.6%, -15.3%, -3.2%, 8.5%, 0.2%, -4.0, -2.7%, -11.5

# A portion of the library; rates above refer to the full screens.
